APE1 inh = APE1 (human) endonuclease inhibition; Potency, µM (highest dose often 65.8 µM), inactives show at the highest dose activity change, negative = inhibition, usual class: inhibitors; AID 2517; recombinant APE1, TAMRA/BHQ-2 abasic DNA cleavage fluorescence; P27695; 350,000 compounds, 0.35% hits;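 note: plate controls were vehicle for no effect and reference inhibitor for full effect; nearly all actives have a fitted effect of over 55% in size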
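APE1 at 0.75 nM final was preincubated with compound 15 min at room temperature, then 50 nM double-stranded THF abasic-site substrate (5'-TAMRA/3'-BHQ-2) was added. Fluorescence (ex 525/em 598 nm) was read kinetically; third-minus-first read gave activity.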
BLM inh = blocks DNA unwinding by human BLM helicase. P54132. recombinant BLM DNA unwinding, fluorescence dequenching. Potency, µM (doses to about 56.1 µM), for inactives: top-dose activity change, negative = inhibition, hits mostly inhibitors. 350,000 compounds, 0.2% hits;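 note: plate controls were vehicle for no effect and no enzyme for full effect; nearly all actives have a fitted effect of over 35% in size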
Target sequence (P54132 whole entry, looked up): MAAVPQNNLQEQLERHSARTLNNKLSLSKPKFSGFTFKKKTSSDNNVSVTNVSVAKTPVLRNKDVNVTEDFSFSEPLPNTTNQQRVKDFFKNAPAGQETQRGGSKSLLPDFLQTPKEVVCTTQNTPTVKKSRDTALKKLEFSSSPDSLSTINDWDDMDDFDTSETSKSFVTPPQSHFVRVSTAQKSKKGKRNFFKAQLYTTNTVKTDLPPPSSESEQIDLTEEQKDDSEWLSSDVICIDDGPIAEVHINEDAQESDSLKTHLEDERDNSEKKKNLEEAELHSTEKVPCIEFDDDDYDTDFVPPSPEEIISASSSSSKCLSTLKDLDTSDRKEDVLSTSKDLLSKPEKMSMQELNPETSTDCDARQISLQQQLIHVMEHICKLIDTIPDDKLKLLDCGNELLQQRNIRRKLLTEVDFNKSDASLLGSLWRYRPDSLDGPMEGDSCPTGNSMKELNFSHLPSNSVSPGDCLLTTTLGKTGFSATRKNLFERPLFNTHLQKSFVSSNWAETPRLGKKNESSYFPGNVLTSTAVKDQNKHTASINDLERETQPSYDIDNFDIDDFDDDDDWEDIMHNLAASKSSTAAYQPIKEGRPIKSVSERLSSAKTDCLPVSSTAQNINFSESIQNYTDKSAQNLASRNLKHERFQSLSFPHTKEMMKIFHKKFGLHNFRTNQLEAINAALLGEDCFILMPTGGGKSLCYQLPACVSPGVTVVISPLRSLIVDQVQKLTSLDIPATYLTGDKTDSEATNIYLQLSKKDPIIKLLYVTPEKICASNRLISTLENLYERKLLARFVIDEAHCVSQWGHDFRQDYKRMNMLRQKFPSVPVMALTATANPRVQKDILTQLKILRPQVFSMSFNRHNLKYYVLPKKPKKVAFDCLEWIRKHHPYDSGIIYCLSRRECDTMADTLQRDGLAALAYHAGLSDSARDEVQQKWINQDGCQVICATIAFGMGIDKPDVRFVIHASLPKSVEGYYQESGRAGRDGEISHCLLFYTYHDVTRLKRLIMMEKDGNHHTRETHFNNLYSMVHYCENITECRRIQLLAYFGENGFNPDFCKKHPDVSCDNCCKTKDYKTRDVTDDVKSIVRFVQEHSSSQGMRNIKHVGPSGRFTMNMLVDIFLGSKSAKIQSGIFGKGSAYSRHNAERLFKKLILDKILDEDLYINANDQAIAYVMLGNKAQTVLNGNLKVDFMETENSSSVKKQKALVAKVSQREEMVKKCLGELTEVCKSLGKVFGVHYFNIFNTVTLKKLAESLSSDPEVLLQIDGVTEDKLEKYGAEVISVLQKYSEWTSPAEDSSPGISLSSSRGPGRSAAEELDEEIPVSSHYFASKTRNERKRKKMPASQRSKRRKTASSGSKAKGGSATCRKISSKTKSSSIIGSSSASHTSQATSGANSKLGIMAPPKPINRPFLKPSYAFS
G9a inh = inhibitors of human histone lysine methyltransferase G9a; Q96KQ7; G9a H3K9 monomethylation, AlphaScreen, 2 h; Potency, µM (doses to about 102 µM), inactives show at the top dose activity, negative = inhibition, usual class: inhibitors; 350,000 compounds, 8.8% hits; AID 504332; note: % is set by controls: 0 for no effect and ±100 for the full control effect; nearly all actives have a fitted effect of over 75% in size
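Enzyme 20 nM + cpd, 15 min RT; add b-H3K9 pep 500 nM / SAM 20 uM; 2 h RT; anti-H3K9me1 Ab 0.5 ug/mL + SA donor / anti-rabbit acceptor beads 20 ug/mL each, 10 min; AlphaScreen read.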
Apoferritin bind = candidate novel general anesthetic via apoferritin binding; P02791; apoferritin/1-aminoanthracene competitive binding, fluorescence; Potency, µM (series often up to 77.5 µM), for the others: at the highest dose activity change, negative = displacement, usual class: inhibitors; 350,000 compounds, 0.074% hits; note: % is set by controls: 0 for no effect and ±100 for the full control effect; nearly all actives have a fitted effect of over 20% in size
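Horse-spleen apoferritin (10 uM) was mixed with 50% saturated 1-aminoanthracene in PBS, exposed to compounds for 10 min at room temperature, and read for fluorescence (ex 380 nm, em 535 nm). Competitive displacement was fitted with a four-parameter Hill equation.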
Pol beta inh = inhibitors of human DNA polymerase beta; Pol beta primer extension/strand displacement, fluorescence kinetic; Potency, µM (highest dose often 114 µM), for inactives: at the highest dose activity change, negative = inhibition, usual class: inhibitors; 340,000 compounds, 1.3% hits; AID 485314; note: % is set by controls: 0 for no effect and ±100 for the full control effect
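Reaction started by 50 nM substrate onto compound-treated Pol beta (10 nM, 15 min preincubation, room temperature); plates read at 0 min and 10 min. Normalized concentration-effect data fitted by four-parameter Hill equation.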
Pol eta inh = DNA polymerase eta (human) inhibition; AID 588591; 390,000 compounds, 1.2% hits; recombinant Pol eta, fluorescent DNA replication assay; Potency, µM (doses to about 114 µM), inactives show at the highest dose activity change, negative = inhibition, usual class: inhibitors; note: % is set by controls: 0 for no effect and ±100 for the full control effect
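Pol eta (10 nM) was preincubated with compounds for 15 min at room temperature, after which fluorescent replication substrate (50 nM final) was added to start the reaction. Fluorescence was read kinetically at 0 and 10 min.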
BAZ2B inh = blocks human BAZ2B; Q9UIF8; AlphaScreen BAZ2B-H3K14Ac peptide displacement; Potency, µM (highest dose often 114 µM), inactives show top-dose activity change, negative = inhibition, usual class: inhibitors; 360,000 compounds, 4.4% hits; AID 504333; note: % is set by controls: 0 for no effect and ±100 for the full control effect; nearly all actives have a fitted effect of over 60% in size
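Compounds, titrated to a top concentration of 110 uM, were incubated 30 min at room temperature with preformed BAZ2B/acetyl-K14 H3 peptide complex (50 nM each). Proximity signal was measured by AlphaScreen after 20 min with beads.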
POLK inh = inhibitors of human DNA polymerase kappa | purified Pol kappa, fluorescent DNA synthesis assay, 10 min | 400,000 compounds, 0.53% hits | Potency, µM (doses to about 107 µM), without a hit: top-dose activity, negative = inhibition, usual class: inhibitors | AID 588579 | Q9UBT6; note: % is set by controls: 0 for no effect and ±100 for the full control effect
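Inhibition of 10 nM Pol kappa is measured by a fluorescent read-out at 0 and 10 min following addition of 50 nM substrate (final), with a 15-min room-temperature compound preincubation.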
POLI inh = DNA polymerase iota (human) inhibition | Q9UNA4 | Potency, µM (top dose mostly 115 µM), for the others: top-dose activity, negative = inhibition, hits mostly inhibitors | 390,000 compounds, 1% hits | Pol iota fluorescent replication assay, 10 min
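Fluorescent replication assay read twice, at 0 min and 10 min after adding 50 nM (final) substrate. Enzyme (10 nM) and compounds were first incubated 15 min at room temperature; enzyme-free buffer wells were negative controls.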
Starred values were filed as active, the others as inactive; ? = inconclusive; nt = not tested or not shown; & = joins results of further samples; [ ] = another dose, or the depositor's remark. Calls come from the whole dose curve; as a rule, active = well fitted curve in the direction sought with a large enough effect; inconclusive = small, poorly fitted or top-dose-only effect, or another doubt; inactive = no such curve, though single readings can be large; an effect the other way counts as inactive or inconclusive. Potency is the fitted concentration of half-maximal effect. Some of the compounds tested (hit frequency here may not be typical).

| item | Molecule | G9a inh | BAZ2B inh | Apoferritin bind | POLI inh | Pol beta inh | POLK inh | BLM inh | APE1 inh | Pol eta inh |
| --- | --- | --- | --- | --- | --- | --- | --- | --- | --- | --- |
| 1 | CCOC(=O)C1CCCN(Cc2c(C(=O)N3CCOCC3)nc3ccccn23)C1 (centres undefined) | nt | 11% | -9% | 27% | 52% | -15% | -3% | 11% | 5% |
| 2 | O=C(Oc1ccc2c(-c3ccccc3)cc(=O)oc2c1)c1cccs1 | 28%[59 µM] | -1% | -14% | 71%[activator] | 18% | -18% | -7% | -2% | -11% |
| 3 | Cc1cc(=O)n2[nH]c(N3C(=O)CCC3=O)nc2n1 | ? | -10% | -5% | -1% | -5% | -6% | -3% | -1% | -10% |
| 4 | c1ccc(COC2CCCN(Cc3nc(-c4cnccn4)no3)C2)nc1 (centres undefined) | nt | -11% | -3% | 5% | -6% | -10% | 3% | -10% | -5% |
| 5 | COc1ccc(Cn2c(=O)c3oc4ccccc4c3n(Cc3cccc(F)c3)c2=O)cc1 | -31%[59 µM] | -12% | -13% | 26% | 7% | -12% | -5% | nt | -10% |
| 6 | COc1ccc(NC(=O)CN2CC(C)OC(C)C2)cc1Cl (centres undefined) | 8% | 1% | 1% | 23% | -25% | 6% | -2% | 1% | -18% |
| 7 | CN(C)C(=O)C[n+]1ccc(C(N)=O)cc1 | -1% | -1% | -2% | -14% | 25% | -11% | 0% | 7% | -7% |
| 8 | O=S(=O)(Nc1cccc(-n2cnnn2)c1)c1cc(Br)ccc1Br | -2% | -5%[57.1 µM] | 3% | 3% | -3% | 0% | -9% | -8% | 6% |
| 9 | COc1cc(C2C(=O)N(C3CCCCC3)CC(=O)N2C2CCCC2)ccc1OC(C)C (centres undefined) | 7%[59 µM] | 3% | -7% | 22% | 11% | -6%[60.1 µM] | 1% | nt | -17% |
| 10 | COC(=O)CC1=NN(c2ccccc2)C(=O)C1 | -50% | -23% | -7% | 125%[activator] | 2% | 0% | 1% | -8% | ? |
| 11 | COc1ccc(N2CCN(CC(=O)Nc3ccc(C)cc3)CC2)cc1 | nt | ? | -7% | 24% | 6% | 4% | 3% | -5% | -12% |
| 12 | COc1ccc(CCNC(=O)C2CCN(S(=O)(=O)c3ccc(OC)c(OC)c3)CC2)cc1OC | 4%[2.33 µM] | -37% | 9% | -6% | 6% | 2% | -1% | -5% | -10% |

From entry 1 as far as 6, copied from above:
| item | Molecule | G9a inh | BAZ2B inh | Apoferritin bind | POLI inh | Pol beta inh | POLK inh | BLM inh | APE1 inh | Pol eta inh |
| --- | --- | --- | --- | --- | --- | --- | --- | --- | --- | --- |
| 1 | CCOC(=O)C1CCCN(Cc2c(C(=O)N3CCOCC3)nc3ccccn23)C1 (centres undefined) | nt | 11% | -9% | 27% | 52% | -15% | -3% | 11% | 5% |
| 2 | O=C(Oc1ccc2c(-c3ccccc3)cc(=O)oc2c1)c1cccs1 | 28%[59 µM] | -1% | -14% | 71%[activator] | 18% | -18% | -7% | -2% | -11% |
| 3 | Cc1cc(=O)n2[nH]c(N3C(=O)CCC3=O)nc2n1 | ? | -10% | -5% | -1% | -5% | -6% | -3% | -1% | -10% |
| 4 | c1ccc(COC2CCCN(Cc3nc(-c4cnccn4)no3)C2)nc1 (centres undefined) | nt | -11% | -3% | 5% | -6% | -10% | 3% | -10% | -5% |
| 5 | COc1ccc(Cn2c(=O)c3oc4ccccc4c3n(Cc3cccc(F)c3)c2=O)cc1 | -31%[59 µM] | -12% | -13% | 26% | 7% | -12% | -5% | nt | -10% |
| 6 | COc1ccc(NC(=O)CN2CC(C)OC(C)C2)cc1Cl (centres undefined) | 8% | 1% | 1% | 23% | -25% | 6% | -2% | 1% | -18% |

New compounds follow:
| item | Molecule | G9a inh | BAZ2B inh | Apoferritin bind | POLI inh | Pol beta inh | POLK inh | BLM inh | APE1 inh | Pol eta inh |
| --- | --- | --- | --- | --- | --- | --- | --- | --- | --- | --- |
| 13 | Cn1c(=O)c2c(ncn2CC(=O)Nc2cc(S(=O)(=O)N3CCCCC3)ccc2Cl)n(C)c1=O | nt | nt | nt | -5% | nt | -18% | nt | 17% | -1% |
| 14 | Clc1nccnc1-c1ccccc1 | 7%[59 µM] | 11% | 5% | 19% | 19% | -5% | -1% | 3% | 0% |
| 15 | Cc1cc2ccccc2n1CCNCc1c(C(=O)N2CCOCC2)nc2ccccn12 | -20% | ? | -3% | -7% | -14% | -13% | 3% | -2% | -8% |
| 16 | O=C(N/N=C/c1ccco1)C1CCCC1 | 17% | -17% | -7% | ? | -17% | -28% | -1% | 10% | ? |
| 17 | CC(=O)Oc1cc2c(C(=O)NCCN3CCOCC3)c(C)oc2c2ccccc12 | -49% | -24% | 7% | 24% | -2% | 2% | -1% | 0% | -17% |
| 18 | COC(=O)c1ccccc1NC(=O)C(C)Oc1ccccc1 (centres undefined) | 68%[activator][59 µM] | 111%[activator] | -16% | -1% | 0% | -7% | -6% | 5% | -16% |
| 19 | CCCOC(=O)CC1C(=O)NCCN1Cc1ccc(F)cc1 (centres undefined) | 10% | -4% | -4% | 9% | 29% | -1% | 1% | -1% | -2% |
| 20 | COc1cc([N+](=O)[O-])cc(/C=N/NC(=O)CSc2nnc(-c3ccccc3)n2C)c1O | nt | -3% | -11% | ? | 7% | -9% | -2% | -3% | -16% |
| 21 | O=C(NCc1cccc(C(F)(F)F)c1)N1CCN(S(=O)(=O)c2ccccc2F)CC1 | 3%[59 µM] | 15% | -7% | 99%[activator] | 25% | -1% | -2% | 1%[12.4 µM] | -10% |
| 22 | CCOc1ccc(/C=N/NC2=NCCCCC2)cc1 | -31% | -4% | -2% | ? | 25% | -5% | -1% | -7% | -3% |
| 23 | CC12CC(NC(=O)N1c1ccc(C(=O)N3CCN(c4ccccn4)CC3)cc1)c1ccccc1O2 (centres undefined) | 2% | 5% | -8% | nt | 29% | nt | -1% | -2% | nt |
| 24 | COc1ccccc1N(C)S(=O)(=O)c1ccc(C(=O)Nc2ccc3nc(C)sc3c2)cc1 | 10%[59 µM] | -21% | -17% | 5% | ? | -9% | -10% | -5% | -12% |
| 25 | O=C(COc1cccc(Cl)c1Cl)NC1CC1 | nt | nt | nt | 1% | nt | 2% | nt | -4% | -2% |
| 26 | N#CC1=C(N)OC2=C(C(=O)CCC2)C1c1cc2c(cc1Br)OCO2 (centres undefined) | nt | -7% | -9% | -14% | 12% | -6% | 3% | 13% | -3% |
| 27 | Cc1ccc(C(=O)OCC(=O)Nc2ccc3c(c2)OCO3)c(O)c1 | ? | 4% | nt | 0% | nt | -13% | nt | 8% | -4% |
| 28 | Cc1nc2ccccc2c(=O)n1/N=C/c1cccnc1 | 25% | ? | -3% | ? | 11% | -23% | 0% | 0% | -8% |
| 29 | CN(CCCC(=O)NCc1ccccc1)S(=O)(=O)c1ccc([N+](=O)[O-])cc1 | -11% | -5% | -17% | 13% | 25% | -1% | -8% | 10% | 1% |
| 30 | CCc1ccccc1N(CC(=O)NC1CCCC1)C(=O)CNC(=O)c1cccs1 | 6% | 0% | -7% | 109%[activator] | 18% | -13% | -4% | -2% | -13% |
| 31 | NC(=O)C1CCCN(S(=O)(=O)c2ccc(Br)cc2)C1 (centres undefined) | 2%[59 µM] | 2% | -14% | 1% | 6% | -5% | 0% | 13% | -17% |
| 32 | CC(=O)Nc1cccc(C(=O)Nc2ccccc2C(=O)O)c1 | -6%[12.7 µM] | ? | 36% | ? | -2% | 3% | -2% | ? | -13% |
| 33 | Cc1ccc(NC(=O)Cc2nnc(SCC(=O)NC3CCCC3)n2C)c(C)c1 | 25% | -1% | -8% | -22% | 10% | 4% | -5% | 11% | -1% |
| 34 | CN(C)Cc1ccccc1-c1cc(NC2CC2)ncn1 | nt | nt | 3% | nt | nt | -3%[60.1 µM] | -11% | -1% | nt |
| 35 | COc1ccc(/C(C)=N/NC(=O)CNC(=O)c2ccncc2)c(OC)c1 | 17% | -6% | -8% | 1% | 18% | -6% | 0% | -21% | 7% |
| 36 | CSC(=Nc1ccccc1)C(C#N)c1nc2ccccc2[nH]1 (centres undefined) | 6% | -33% | -4% | -7%[58.9 µM] | -19% | 1% | -12% | -1% | -15% |
| 37 | COc1cc(C(=O)OC(C)C(=O)N2CCc3ccccc3C2)ccc1OCC(=O)N1CCOCC1 (centres undefined) | -1%[12.7 µM] | -19% | 8% | 13% | -19% | 1% | -4% | 3% | 10% |
| 38 | Cc1ccc(C(=O)N2CCc3ccccc32)cc1[N+](=O)[O-] | 10% | -10% | -9% | 25% | 22% | 4% | -2% | 2% | -20% |
| 39 | CC(=O)NC(Cc1cccc(C)c1)C(=O)NC1CCN(C(=O)NCc2ccccc2)CC1 (centres undefined) | 20% | 7% | -5% | 8% | 17% | -4% | 0% | -3% | -29% |
| 40 | CC1CCCN(C(=O)c2ccc(NS(=O)(=O)c3cccc([N+](=O)[O-])c3)cc2)C1 (centres undefined) | 11%[0.501 µM] | 3% | nt | 28% | nt | -2% | nt | 5% | -19% |
| 41 | CCOc1ccc(NC(=O)c2ccc3c(SCC(=O)O)c4c(nc3c2)CCCC4)cc1 | -9% | -21%&-21% | -3%&-5% | 41%&0%[activator] | -2%&-4% | 8%&-9% | -4%&-10% | -5% | ? |
| 42 | COc1ccccc1C(=O)CSc1nnc(-c2ccco2)o1 | 37% | -14% | -18% | 40%[activator] | 4% | -6% | -1% | -9% | -6% |
| 43 | CN(C)S(=O)(=O)c1ccc(C(=O)OCCCN=C2NS(=O)(=O)c3ccccc32)cc1 | -30% | -1% | -2% | 10% | 12% | -2% | -2% | ? | -11% |
| 44 | CN(CC1CCCO1)S(=O)(=O)c1ccc(C(=O)Nc2ccc(F)cc2)cc1 (centres undefined) | nt | -6% | -8% | -4% | 15% | -16% | 0% | 17% | -22% |
| 45 | O=C(NN=Cc1ccc(N2CCOCC2)cc1)c1cc2ccccc2cc1O | nt | nt | nt | 30% | nt | -2% | nt | 23% | ? |
| 46 | CCN1C(=O)/C(=C/C=C2\C=CN(CC)c3ccccc32)SC1=S | 8.9µM* | 2µM* | -9% | 36%[activator] | 13% | -15% | -3% | -1% | -16% |

Source: PubChem
